Source: PubChem
GRP78 ERSR act – qHTS for Inducers of the Endoplasmic Reticulum Stress Response (ERSR) in Human Glioma: qHTS; Potency, µM, for inactives: top-dose activation, most hits filed as activators; 420,000 tested, 0.02% active; U87-MG GRP78 promoter luciferase reporter, 16 h; further: potency means the concentration at half of the fitted maximal effect; series mostly up to about 76 µM; % of control where 0% means no effect; nearly all actives have a fitted effect of over 35% in size
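ERSR induction read as luciferase luminescence (Bright-Glo, 10 min at room temperature) in stably transfected human U87-MG glioma cells exposed to compounds for 16 h, using GRP78 as sensor.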
APEX1 inh – qHTS Assay for Inhibitors of the Human Apurinic/apyrimidinic Endonuclease 1 (APE1) | recombinant APE1, TAMRA/BHQ-2 abasic DNA cleavage fluorescence | DNA repair nuclease/redox regulator APEX1 (Homo sapiens), P27695 | Potency, µM (highest dose often 65.8 µM), for the others: top-dose activity change, negative = inhibition, actives largely listed as inhibitors | 350,000 tested, 0.35% active;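 further: potency means the concentration at half of the fitted maximal effect; plate controls were vehicle for no effect and reference inhibitor for full effect; nearly all actives have a fitted effect of over 55% in size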
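Incision of a quenched TAMRA/BHQ-2 THF abasic-site duplex (50 nM) by 0.75 nM APE1, after 15 min compound preincubation, measured as fluorescence increase over three 60 s reads. Values normalized to buffer, DMSO and NSC13755 control wells.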
POLB inh – qHTS Assay for Inhibitors of DNA Polymerase Beta | Potency, µM (highest dose often 114 µM), without a hit: at the highest dose activity change, negative = inhibition, actives largely listed as inhibitors | Pol beta primer extension/strand displacement, fluorescence kinetic | 340,000 tested, 1.3% active | AID 485314, 2010 | P06746; further: potency means the concentration at half of the fitted maximal effect; on the % scale 0 is the no-effect control and ±100 the full control effect
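Kinetic readout of DNA synthesis with strand displacement by Pol beta. Compound and 10 nM enzyme sit 15 min at room temperature; 50 nM substrate starts the reaction, read immediately and at 10 min.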
POLH inh – qHTS for Inhibitors of Polymerase Eta; DNA polymerase eta (Homo sapiens), Q9Y253; recombinant Pol eta, fluorescent DNA replication assay; Potency, µM (top dose mostly 114 µM), for inactives: top-dose activity change, negative = inhibition, actives largely listed as inhibitors; 390,000 tested, 1.2% active; AID 588591, 2011; further: potency means the concentration at half of the fitted maximal effect; on the % scale 0 is the no-effect control and ±100 the full control effect
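Pol eta (10 nM) was preincubated with compounds for 15 min at room temperature, after which fluorescent replication substrate (50 nM final) was added to start the reaction. Fluorescence was read kinetically at 0 and 10 min.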
POLK inh – qHTS for Inhibitors of Polymerase Kappa; DNA polymerase kappa (Homo sapiens), Q9UBT6; purified Pol kappa, fluorescent DNA synthesis assay, 10 min; Potency, µM (titrated, usually from 107 µM), for inactives: top-dose activity, negative = inhibition, most hits filed as inhibitors; 400,000 tested, 0.53% active; further: potency means the concentration at half of the fitted maximal effect; on the % scale 0 is the no-effect control and ±100 the full control effect
Target sequence (Q9UBT6 whole entry, looked up): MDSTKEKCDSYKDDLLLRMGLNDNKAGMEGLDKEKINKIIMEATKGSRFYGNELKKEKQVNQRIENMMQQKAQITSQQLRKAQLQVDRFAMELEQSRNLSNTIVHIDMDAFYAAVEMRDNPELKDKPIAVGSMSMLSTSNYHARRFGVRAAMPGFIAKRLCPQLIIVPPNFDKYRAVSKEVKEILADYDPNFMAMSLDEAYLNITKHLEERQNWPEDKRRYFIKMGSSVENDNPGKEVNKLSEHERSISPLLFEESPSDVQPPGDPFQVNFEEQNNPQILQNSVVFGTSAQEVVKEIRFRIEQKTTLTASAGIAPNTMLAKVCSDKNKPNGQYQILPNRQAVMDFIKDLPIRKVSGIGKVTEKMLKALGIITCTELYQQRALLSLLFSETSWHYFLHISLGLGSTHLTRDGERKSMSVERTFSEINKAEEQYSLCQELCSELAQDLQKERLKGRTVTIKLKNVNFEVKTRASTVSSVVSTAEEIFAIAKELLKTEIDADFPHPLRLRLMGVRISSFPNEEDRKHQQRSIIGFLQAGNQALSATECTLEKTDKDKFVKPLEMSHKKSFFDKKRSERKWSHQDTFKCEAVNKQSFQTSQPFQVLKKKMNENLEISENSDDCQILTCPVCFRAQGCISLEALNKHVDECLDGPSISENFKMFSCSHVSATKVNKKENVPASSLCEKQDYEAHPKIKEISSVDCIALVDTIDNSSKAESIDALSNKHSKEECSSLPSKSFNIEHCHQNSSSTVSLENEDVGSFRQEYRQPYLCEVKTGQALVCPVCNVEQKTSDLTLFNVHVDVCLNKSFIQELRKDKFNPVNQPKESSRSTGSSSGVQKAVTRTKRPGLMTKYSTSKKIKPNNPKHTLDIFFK
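Kinetic fluorescence screen: compound preincubated 15 min RT with 10 nM enzyme; 50 nM substrate (final) initiates; reads at 0/10 min.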
BLM inh – qHTS Assay for Inhibitors of Bloom's syndrome helicase (BLM) | RecQ-like DNA helicase BLM (Homo sapiens), P54132 | 350,000 tested, 0.2% active | recombinant BLM DNA unwinding, fluorescence dequenching | Potency, µM (doses to about 56.1 µM), for the others: at the highest dose activity change, negative = inhibition, actives largely listed as inhibitors;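 further: potency means the concentration at half of the fitted maximal effect; plate controls were vehicle for no effect and no enzyme for full effect; nearly all actives have a fitted effect of over 35% in size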
LDHA inh – qHTS assay for inhibitors of human lactate dehydrogenase. purified LDHA, NADH/diaphorase-resazurin fluorescence; hits give low values. 480,000 tested, 0.15% active. activity change, % (values are at about 110 or 230 µM). L-lactate dehydrogenase A chain (Homo sapiens), P00338; in the data active means activity change below about -30%; inconclusive means mostly about -25% to -30%;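 further: plate controls were DMSO wells for no effect and wells without enzyme for full effect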
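Human LDH5 (2 nM) was incubated with 0.06 mM NADH and 0.2 mM pyruvate for 5 min at room temperature in Tris pH 7.4. Remaining NADH was coupled through diaphorase/resazurin, and resorufin fluorescence was read at 0 and 20 min.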
Pol iota inh – qHTS for Inhibitors of Polymerase Iota. Potency, µM (titrated, usually from 115 µM), for the others: at the top dose activity, negative = inhibition, usual class: inhibitors. Pol iota fluorescent replication assay, 10 min. DNA polymerase iota (Homo sapiens), Q9UNA4. AID 588590, 2011. 390,000 tested, 1% active; further: potency means the concentration at half of the fitted maximal effect
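Fluorescent replication assay read twice, at 0 min and 10 min after adding 50 nM (final) substrate. Enzyme (10 nM) and compounds were first incubated 15 min at room temperature; enzyme-free buffer wells were negative controls.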
Anesthetic bind – qHTS Assay for Identification of Novel General Anesthetics. Ferritin light chain (Equus caballus), P02791. Potency, µM (highest dose often 77.5 µM), inactives show top-dose activity change, negative = displacement, usual class: inhibitors. apoferritin/1-aminoanthracene competitive binding, fluorescence. 350,000 tested, 0.074% active; further: potency means the concentration at half of the fitted maximal effect; on the % scale 0 is the no-effect control and ±100 the full control effect; nearly all actives have a fitted effect of over 20% in size
Target sequence (P02791 2-175 limits assumed): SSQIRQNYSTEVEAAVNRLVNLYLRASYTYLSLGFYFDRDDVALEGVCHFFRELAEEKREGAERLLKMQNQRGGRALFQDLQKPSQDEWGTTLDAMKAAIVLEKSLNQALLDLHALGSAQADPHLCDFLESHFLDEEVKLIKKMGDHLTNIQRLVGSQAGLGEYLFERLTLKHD
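Read-out: endpoint 1-AMA fluorescence, excitation 380 nm and emission 535 nm, after compounds sit 10 min at room temperature with 10 uM horse-spleen apoferritin in 50% saturated 1-AMA/PBS. Values come from four-parameter Hill fits.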
The depositor's hits bear a star; u = inconclusive; x = not tested or not shown; & = joins results of further samples; [ ] = another dose, or the depositor's remark. Unless noted, the call rests on the fitted dose curve; in most records, active means well fitted curve in the direction sought with a large enough effect; inconclusive means small, poorly fitted or top-dose-only effect, or another doubt; inactive means no such curve, though single readings can be large; an effect the other way counts as inactive or inconclusive. A portion of the library; rates above refer to the full screens.

Values run as follows: GRP78 ERSR act	POLH inh	APEX1 inh	Pol iota inh	POLB inh	Anesthetic bind	LDHA inh	BLM inh	POLK inh
[1] COCCn1c(=O)c(-c2cccc(Cl)c2)nc2cncnc21
  -4%	x	12%	x	x	x	x	6%	-4%[60.1 µM]
[2] COc1ccc(CCNC(=O)C(=O)NCC2CCCN2S(=O)(=O)c2ccc(OC)cc2)cc1 (centres undefined)
  -4%	-30%	0%	17%	x	x	-3	x	-17%
[3] Cc1ccc(Nc2c(-c3ccc(N(C)C)cc3)nc3ccccn23)cc1
  -2%	-19%	x	24%	-1%	37%[activator]	1	-4%	19%
[4] CCCN1C(=O)c2ccccc2NC1c1ccc(OC)c(COc2ccc([N+](=O)[O-])c(C)c2)c1 (centres undefined)
  -1%	x	x	-1%	x	x	-59*	x	-6%
[5] Cc1cc(OCC(=O)Nc2ccc(OCc3ccccc3)cc2)nc(C(C)C)n1
  -3%	10%	1%	27%	2%	u	-16	-6%	-12%
[6] CC1CCC2C(=O)N3C(CCC(C)[C@@H]3c3ccc(-c4ccco4)cc3)C(=O)N2C1c1cccc(N2CCCC2=O)c1 (some centres undefined)
  -4%	x	u	x	x	1%[15.3 µM]	x	-14%[12.4 µM]	x
[7] COc1cccc(NC(=O)Cn2c3ccccc3c3nc4n(c(=O)c32)CCCS4)c1
  -1%	-11%	2%	-1%	-8%	63%[activator]	-1	-6%	-20%
[8] Cc1ccc(-c2nn(-c3ccccc3)cc2/C=C/C(=O)O)o1
  7%	-11%	-1%	u	-1%	-2%	-7	-7%	0%
[9] O=P(c1ccccc1)(c1ccccc1)c1nc(-c2ccccc2)oc1N1CCOCC1
  -3%	-15%	12%	-2%[58.9 µM]	12%	-3%	-9	-5%	-8%
[10] CNC(=O)N(O)C1N(C)C(=O)N(Cc2ccccc2)C1(C)C (centres undefined)
  -2%	-13%	0%	8%	19%	-2%	2	-1%	6%
[11] CC1(C(=O)Nc2cccc(-n3cnnn3)c2)Cc2ccccc2C(=O)O1 (centres undefined)
  -5%	-25%	4%	22%	x	x	-8	x	-4%
[12] CCC(C)(C)n1nnnc1CN1CCN(C(c2ccccc2)c2ccccc2)CC1
  -6%	-18%	-1%	7%	u	7%	-1	-6%	-7%
[13] C=CCNC(=S)NCc1ccc(CNC(=S)NCC=C)cc1
  5%	4%	1%	81%[activator]	-1%	1%	-5	2%	-4%
[14] O=C(CCNC(=O)N1CC(=O)Nc2ccccc21)Nc1ccc(Cl)cc1
  -3%	17%	2%	13%	45%	2%	-3	1%	-23%
[15] CCN(C(=O)COC(=O)CCOc1ccccc1)c1c(N)n(Cc2ccccc2)c(=O)[nH]c1=O
  -2%	-23%	4%	16%	x	x	-3	x	-1%
[16] Cc1ccc2occ(/C=N/NC(=O)c3ccccc3C)c(=O)c2c1
  -4%	-7%	6%	-21%	u	25µM*	0	-1%	-20%
[17] O=C(O)c1ccc2c3c(cccc13)C(=O)N(c1ccccc1)C2=O
  -3%	18µM*	u	28µM*	20µM*	-8%	3	-13%	89µM*
[18] CCOc1ccc(CCNC(=O)C2CCN(c3nn4c(=O)cc(C)nc4s3)CC2)cc1OCC
  -4%	-2%	-2%	5%	39%	-11%	-6	-2%	-7%
[19] CCOC(=O)[C@H]1[C@H]2COc3ccc(Br)cc3[C@@H]2N2C(=O)CN(Cc3ccc(C)cc3)C(=O)[C@@]12C
  -5%	-10%	-2%	5%	x	x	2	x	-7%
[20] CC(C)CNC(=O)COc1ccc(Sc2ccc(OCC(=O)NCC(C)C)cc2)cc1
  -5%	-14%	0%	2%	12%	-2%	-7	2%	-12%
[21] CC1(c2ccccc2)CC(C)(C)N2C(=O)Cc3cccc1c32 (centres undefined)
  -2%	-13%	u	151%[activator]	3%	-15%	1	-9%	-3%
[22] CC1CCCN(Cc2c(O)ccc3c(=O)c(Oc4ccc(C(C)(C)C)cc4)c(C(F)(F)F)oc23)C1 (centres undefined)
  x	x	x	35%[activator]	1%	-15%	-2	-7%	1%
[23] O=C1OC(Cc2ccccc2)C(c2ccccc2)C1=O (centres undefined)
  -5%	-7%	x	-3%	x	x	-7	x	-21%
[24] OC(c1nc2ccccc2[nH]1)C(O)c1nc2ccccc2[nH]1 (centres undefined)
  -4%	-6%	5%	138%[activator]	2%	-14%	-2	-2%	4%
[25] CCOC(=O)c1ccccc1NC(=O)c1cc2c(=O)oc3ccc(C)cc3c2s1
  -2%	-9%	x	0%	3%	-8%	4	0%	-3%
[26] CC1Oc2ccccc2N(CC(=O)NCCCN2CCOCC2)C1=O (centres undefined)
  -4%	-6%	12%	37%[activator]	24%	-2%	-4	-5%	-3%
[27] CC12CCC(C(=O)O)(C/C1=N\O)C2(C)C (centres undefined)
  -1%&-1%	2%&3%	-3%&-12%	-14%&9%	0%&29%	-5%&-3%	-9&-2	1%&2%	-6%&-12%
[28] Cc1ccc(S(=O)(=O)n2nc(-c3ccco3)nc2NCc2ccc(N(C)C)cc2)cc1
  1%	-18%	x	-5%	3%	1%	9	-8%	5%
[29] CC(C)c1nc(C(=O)N2CCCC(CCC(=O)N(C)CCc3ccccn3)C2)cs1 (centres undefined)
  -4%	-19%	2%	25%	-24%	-4%	-1	-2%	6%
[30] CC(c1ccccc1)N1CC(C(=O)N2CCCC(C(N)=O)C2)CC1=O (centres undefined)
  -2%	-13%	8%	44%[activator]	x	x	0	x	6%
[31] CC(C)Cn1cnc2c1c(=O)n(CC(=O)NN)c(=O)n2Cc1ccccc1
  -2%	-11%	-4%	6%	-13%	-14%	-7	-2%	-13%
[32] CC(C)OP(=O)(c1ccc(N(C)C)cc1)C(O)c1ccncc1 (centres undefined)
  -3%	-19%	-1%	-1%	23%	-12%	-3	0%	-8%
[33] Cc1cc(=O)[nH]c(SCC(=O)N2c3ccccc3CC2C)n1 (centres undefined)
  -3%	-10%	-2%	-7%	-26%	14µM*	-2	-1%	6%
[34] O=C1CCC(C(=O)NCCCn2ccnc2)N1 (centres undefined)
  -2%	-9%	1%	u	-14%	11%	-6	0%	-12%[60.1 µM]
[35] COc1ccc(CCNC(=O)CCn2c(SCC(=O)N3CCCC3)nc3ccccc3c2=O)cc1OC
  -5%	-18%	-7%	3%	10%	28%	-16	3%	-10%
[36] CN1CCN(CC(=O)Nc2ccccc2[N+](=O)[O-])CC1
  1%	-4%	4%	5%	18%	-15%	-9	1%	-11%
[37] Cn1c(=O)c(C(=O)c2ccccc2)nc2ccccc21
  -1%	0%	4%	4%	4%	-7%	-8	0%	-5%
[38] COC1OC(CO)C(N=C(C)C)C1O (centres undefined)
  -2%	-18%	x	-13%	x	x	8	x	-13%
[39] CCN1C(=O)[C@H]2[C@H]3[C@H](O)[C@H](O)C/C(=N/O[C@@H](C)c4cn([C@H]5COC[C@H]5O)nn4)[C@@H]3CC[C@@H]2C1=O
  -3%	x	32%[activator][12.4 µM]	x	x	33%[activator][15.3 µM]	x	5%[12.4 µM]	x
[40] CC(C)(CNC(=O)c1ccc(Br)o1)CNC(=O)c1ccc(Br)o1
  -4%	-16%	0%	1%	-1%	-7%	-1	-2%	-4%
[41] COc1cc(NC(=O)Cn2c(-c3ccccc3)cc(C(C)=O)c2C)cc(OC)c1
  -2%	u	x	3%	-10%	-5%	0	-5%	-10%[60.1 µM]
[42] Cc1ccc(C(=O)COC(=O)c2cc(Cl)ccc2O)cc1[N+](=O)[O-]
  4%	-7%	8%	-4%	26%	-7%	-6	-2%	-21%
[43] COc1cc(SC)ccc1C(=O)NCCOc1ccccc1Cl
  10%	-15%	0%	3%	-25%	-4%	5	-8%	-8%
[44] CCc1c(C)nc(SCC(=O)Nc2cccc(Br)c2)[nH]c1=O
  -1%	-1%	3%	u	3%	-6%	1	0%	6%
[45] O=[N+]([O-])c1ccccc1NCc1ccccc1Cl
  0%	-9%	-5%	18%	9%	u	-5	-4%	-4%
[46] O=C(Nc1cccc(C(F)(F)F)c1)c1cc(-c2ccc3c(c2)OCCO3)on1
  -2%	-16%	x	7%	u	-19%	-3	-1%	-20%
[47] COc1ccc(CCN=C(N)C(C)c2ccccc2)cc1OC (centres undefined)
  -6%	1%	2%	127%[activator]	-26%	3%	-4	-2%	-18%
[48] CCOc1ccccc1NC(=O)C(=O)CC(=O)c1ccc(OC)cc1
  0%	-13%	-10%	u	-1%	11%	-1	-5%	-17%
[49] CCOc1ccccc1NC(=O)C(C)N(c1ccccc1)S(C)(=O)=O (centres undefined)
  -3%	-6%	x	-16%	-5%	35%[activator]	-1	1%	4%
[50] O=[N+]([O-])c1ccc(-c2n(-c3ccccn3)c3ccccc3[n+]2-c2ccccn2)cc1
  -3%	-1%	0%	-16%	22%	4%	-1	0%	-5%
[51] N#CC(C(=O)NCc1ccccc1)c1nc2ccccc2nc1N1CCCC1 (centres undefined)
  -3%	-5%	-9%	10%	-2%	0%	1	-4%	-17%
[52] COc1ccc(S(=O)(=O)N2CCOC23CCN(S(=O)(=O)c2cc(F)ccc2F)CC3)cc1
  -5%	-6%	11%	15%	x	x	-3	x	3%

By substructure, the entries above with fluorine
Values run as follows: GRP78 ERSR act	POLH inh	APEX1 inh	Pol iota inh	POLB inh	Anesthetic bind	LDHA inh	BLM inh	POLK inh
[22] CC1CCCN(Cc2c(O)ccc3c(=O)c(Oc4ccc(C(C)(C)C)cc4)c(C(F)(F)F)oc23)C1 (centres undefined)
  x	x	x	35%[activator]	1%	-15%	-2	-7%	1%
[46] O=C(Nc1cccc(C(F)(F)F)c1)c1cc(-c2ccc3c(c2)OCCO3)on1
  -2%	-16%	x	7%	u	-19%	-3	-1%	-20%
[52] COc1ccc(S(=O)(=O)N2CCOC23CCN(S(=O)(=O)c2cc(F)ccc2F)CC3)cc1
  -5%	-6%	11%	15%	x	x	-3	x	3%
